Bioassay records as filed in PubChem.
PglD DTNB: PglD (C. jejuni) enzyme inhibition; inhibition, % at 12.5 µM; purified PglD enzyme, DTNB colorimetric CoA detection; 360,000 tested, 0.098% active; in the data active = inhibition above about 16%, passing the limit was not always enough; inconclusive = no clear call, values can overlap the other calls; note: strong numbers were not always called active
RAD52 inh: RAD52 (human) annealing inhibition. recombinant RAD52 DNA annealing, FRET fluorescence. inhibition, % at 18.7 µM. 360,000 tested, 0.46% active. AID 651710;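 active = every replicate showing at least 50% inhibition; inconclusive = mean inhibition at least 50% but not in every replicate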
RAD54 inh: blocks human RAD54 Holliday junction branch migration; inhibition, % at 10.4 µM; FAM/BHQ fluorescence; 360,000 tested, 0.14% active;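 active = mean normalized replicate activity at least 40 and at least half of replicates scoring 40 or more; inconclusive = only one of the two criteria met; inactive = mean below 40 and under half of replicates reaching 40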;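 note: 0% = median of neutral control wells and 100% = median of positive control wells; inhibitors cause a drop in the FAM fluorescence signal; in these data hits start at about 50%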
Target sequence (Q92698 whole entry, looked up): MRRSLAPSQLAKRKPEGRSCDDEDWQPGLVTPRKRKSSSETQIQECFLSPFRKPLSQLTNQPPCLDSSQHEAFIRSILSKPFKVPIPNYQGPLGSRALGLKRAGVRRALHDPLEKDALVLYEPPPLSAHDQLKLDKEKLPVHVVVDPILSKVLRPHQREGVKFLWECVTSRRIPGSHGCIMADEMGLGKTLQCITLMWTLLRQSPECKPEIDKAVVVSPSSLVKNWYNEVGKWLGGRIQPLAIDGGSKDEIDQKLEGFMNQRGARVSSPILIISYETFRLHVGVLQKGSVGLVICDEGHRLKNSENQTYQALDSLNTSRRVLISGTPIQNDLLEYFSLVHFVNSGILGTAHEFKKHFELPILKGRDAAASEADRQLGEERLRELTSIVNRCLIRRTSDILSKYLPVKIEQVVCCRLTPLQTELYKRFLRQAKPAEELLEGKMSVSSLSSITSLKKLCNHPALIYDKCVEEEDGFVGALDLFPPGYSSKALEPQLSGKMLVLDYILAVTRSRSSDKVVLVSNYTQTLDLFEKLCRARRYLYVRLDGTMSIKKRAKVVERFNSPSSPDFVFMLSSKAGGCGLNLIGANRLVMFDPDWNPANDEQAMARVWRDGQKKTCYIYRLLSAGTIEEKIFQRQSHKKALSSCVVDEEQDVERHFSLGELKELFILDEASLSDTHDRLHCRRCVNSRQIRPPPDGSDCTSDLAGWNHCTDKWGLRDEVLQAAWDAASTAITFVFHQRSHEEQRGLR
ERAP1 inh: blocks human ERAP1 aminopeptidase activity; recombinant ERAP1, Leu-AMC fluorescence, 60 min; 340,000 tested, 0.15% active; inhibition, % at 10.7 µM; AID 652197; Q9NZ08;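 active = mean replicate inhibition of at least 30%, or all replicates individually reaching that 30% level; inactive = mean below 30% and not every replicate reaching it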;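 note: 0% = neutral control wells and 100% = L-leucinethiol positive control wells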
Cneo AK release: causes C. neoformans cell lysis; adenylate kinase release luminescence, 4 h; normalised: neutral wells 0, clomiphene wells 100; AID 651654; 360,000 tested, 0.2% active; lysis activity, % at 15 µM;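 active = mean lysis activity across replicates of at least 80%, whatever share of replicates individually reach that level; inactive = mean lysis activity below 80%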
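Assay system: Cryptococcus neoformans yeast cells / Dosing: single-point compound dose / Timing: 4 h at 37 °C static, read 1 h later / Measured by: luminescence of released adenylate kinase using an AK detection reagent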
miR-122 sensor: miR-122 inhibition in Huh7 cells; activation (reporter increase), % at 12.5 µM; AID 602342; Huh7 miR-122 Renilla luciferase sensor, 48 h; neutral wells = 0, positive control = 100; 340,000 tested, 0.3% active;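 active = mean replicate activation score at least 90 and every replicate individually at or above 90; inconclusive = only one of the two criteria met; inactive = neither criterion met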;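 note: higher luciferase means less miR-122 activity so hits act as miR-122 inhibitors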
E-selectin induc: induces E-selectin expression in human endothelial cells; HUVEC E-selectin immunofluorescence imaging; normalized: neutral wells 0, TNF-alpha wells 100; P16581; AID 686992; activation, % at 7.58 µM; 260,000 tested, 0.37% active;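 active = mean E-selectin-positive cell signal at least 10% of the positive control, reached in at least 60% of replicates, without over 20% cell loss; inconclusive = no rule given, readout overlaps actives, possibly toxicity-flagged; inactive = the rest, including those meeting only one limit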;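 note: in these data hits start at about 27%; measured in HUVEC primary endothelial cells; signal is the percent of cells scored E-selectin positive by PE staining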
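Read-out basis: % PE-positive cells; Test system: HUVEC primary endothelial cells; Technique: immunofluorescence imaging; Dosing: single-point compound dose.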
PGC1a acetyl inh: modulators of PGC1a acetylation | inhibition, % at 15.6 µM | 350,000 tested, 0.17% active | U2OS PGC1a acetylation, AlphaScreen anti-acetyl-lysine; with virally co-expressed GCN5 acetyltransferase | AID 651687;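 active = every replicate shows inhibition of at least 40%; inconclusive = mean inhibition at least 40% but some replicate below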;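 note: 0% = neutral control wells and 100% = positive control wells; some results beyond the cut were filed as inactive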
* hit, by the source's call; ? = inconclusive; . = not tested or not shown; & = joins results of further samples; [ ] = dose if it differs, or a comment. This is a random part of the collection (roughly 1.4% active in at least one column).

SMILES	PglD DTNB	RAD52 inh	RAD54 inh	ERAP1 inh	Cneo AK release	miR-122 sensor	E-selectin induc	PGC1a acetyl inh
Cc1ccc(CN2C(=O)C(Cc3ccccc3)Nc3ncnc(N4CCCCC4)c32)cc1 (stereo not drawn)	-1.2&-7.4	-58.6&-68.0	-9.2&-12.8	-5.3&-1.6	-1.5&3.1	-3.4&-0.1	0.0&-0.1	2.4&3.2
Cc1sc2ncnc(N/N=C/c3ccc(O)cc3)c2c1C	-3.2	11.1	11.4	-2.0	-4.1	5.7	.	8.0
CC(C)(C)C(=O)COC(=O)c1cc2ccccc2cc1O	4.0	.	-11.6	.	0.5	-10.4	.	.
COc1cc(C2C(C#N)=C(N)Oc3cc(N)ccc32)cc(OC)c1OC (stereo not drawn)	-1.1	.	-14.1	.	0.9	82.1	.	5.6
O=C(CN(C1CCCCC1)C1CCCCC1)N1CCc2ccccc2C1	-3.1	.	5.3	.	0.1	6.2	.	-14.2
O=C(c1cc(F)ccc1F)C1CCCN(C(=O)c2ccc3nccnc3c2)C1 (stereo not drawn)	3.4	-20.0	6.0	2.9	0.6	0.2	.	.
CC(C)=CCN1CCN(Cc2nc(-c3ccc(F)cc3)cs2)CC1CCO (stereo not drawn)	-2.2	-13.0	4.4	-0.7	3.3	3.0	0.2	-6.8
Cc1ccc2cc(C#N)c(N3CCN(C)CC3)nc2c1	-4.3	.	10.6	.	2.4	-7.6	.	-2.0
O=C(NNC(=O)c1cc(Br)c(Br)s1)c1ccncc1	2.6	-8.0	6.3	1.4	0.5	-0.3	.	-1.0
COc1ccc(C2CCc3cc4c(cc3C2=NOC(C)=O)OCO4)cc1OC (stereo not drawn)	-0.9	5.0	1.2	-0.2	-2.6	-0.8	.	-56.2
O=c1oc(CCO)cc2ccc(C#Cc3ccsc3)cc12	4.2	-52.1	0.8	-0.2	-1.1	-6.4	0.2	-3.4
Cc1ccnc(NC2OC(=O)c3ccccc32)c1 (stereo not drawn)	-8.1	.	-1.3	.	2.0	2.1	.	6.9

Rewritten in CSV form: entries from further up.
smiles,PglD DTNB,RAD52 inh,RAD54 inh,ERAP1 inh,Cneo AK release,miR-122 sensor,E-selectin induc,PGC1a acetyl inh
Cc1ccc(CN2C(=O)C(Cc3ccccc3)Nc3ncnc(N4CCCCC4)c32)cc1 (stereo not drawn),-1.2&-7.4,-58.6&-68.0,-9.2&-12.8,-5.3&-1.6,-1.5&3.1,-3.4&-0.1,0.0&-0.1,2.4&3.2
Cc1sc2ncnc(N/N=C/c3ccc(O)cc3)c2c1C,-3.2,11.1,11.4,-2.0,-4.1,5.7,.,8.0

The results go on:
SMILES	PglD DTNB	RAD52 inh	RAD54 inh	ERAP1 inh	Cneo AK release	miR-122 sensor	E-selectin induc	PGC1a acetyl inh
CC(=O)c1c(C)nn(-c2ccccc2)c1C	.	-9.5	.	3.9	.	.	8.4	-24.5
C[C@H](NC(=O)[C@H]1N[C@H]2c3ccc(C4=CCCCC4)c(=O)n3C[C@H]2[C@@H]1CO)c1ccccc1	-0.4	-18.7	2.0	1.3	-4.8	-1.9[16.7 µM]	0.1	.
Nc1nc(-c2cccnc2)nn1C(=O)c1ccc(F)cc1	1.0	-3.8	-1.8	-15.9	1.2	.	-3.6	11.7
COc1ccc(CCNC(=O)/C=C/c2ccc(S(=O)(=O)N3CCOCC3)cc2)cc1	-0.7	-11.3	2.8	-3.0	-1.1	-6.2	.	-0.6
C[C@@H]1CN([C@@H](C)CO)C(=O)CCCn2cc(nn2)CO[C@H]1CN(C)C(=O)c1ccc2ccn(C)c2c1	3.3&-4.9&-1.6	3.0&6.3&3.7	-7.9&-8.4&-9.6	-4.0&0.4	1.6&1.9&-1.1	-2.5	0.7&0.6	-12.9&5.1&-8.3
Cn1ccnc1C1CCCCN1C(=O)c1cc(COc2ccc(F)cc2Cl)on1 (stereo not drawn)	.	-31.1	.	-0.5	.	4.5	.	-17.4
Nc1ncnc2c1ncn2[C@@H]1O[C@H](C(=O)N2CCSC2)[C@@H](O)[C@H]1O	4.7	-9.6	-4.8	-2.6	0.3	-5.2	1.8	17.4
Cc1noc(C)c1S(=O)(=O)Nc1ccc2c(c1)CC(=O)N([C@H](C)CO)C[C@H](C)[C@@H](CN(C)CC1CC1)O2	-1.1&4.9	5.2&-12.4	-3.4&-18.5	0.7&-2.0	-1.5&-1.8	-8.7[16.7 µM]	0.0&-0.1	2.0&-9.7
CCc1nc2c(OCC(=O)C(C)(C)C)cccn2c1N(C)C(=O)c1ccc(C)cc1	1.8	-10.3	-3.8	-1.9	-1.0	-1.9	-0.1	-4.8
CCS(=O)(=O)Nc1ccc2c(c1)C(=O)N(C)C[C@@H](OC)[C@H](C)CN(C(=O)C1CC1)[C@@H](C)CO2	1.9	13.6	-1.1	2.2	-2.7	.	-0.2	-2.5
COc1ccc(OC)c(CCNC(=O)c2ccc(CS(=O)Cc3ccc(Cl)cc3)o2)c1 (stereo not drawn)	5.4	-1.6	-5.1	-2.8	0.7	.	0.8	-1.8
COc1cc(OC)c(OC)cc1/C=N/NC(=O)c1ccc(CSc2nc(C)cc(C)n2)cc1	6.2	-16.6	-6.8	1.5	4.8	-2.8	.	4.2
Cc1nn(C)c(Cl)c1CN1CCC(Oc2ccc(C(=O)N3CCCC3)cc2)CC1	6.2	-9.5	4.6	-1.4	-3.2	-5.0	0.0	.
Cc1ccc(CCNC(=O)C2CCCN(S(=O)(=O)c3c(C)nn(C)c3C)C2)cc1 (stereo not drawn)	-3.9	-9.5	-7.2	0.1	-0.8	.	0.0	-9.3
Cc1nc2ccccc2c(=O)n1NC(=O)c1ccccc1Cl	4.4	.	4.2	.	-0.8	.	.	8.9
CC(CC(F)(F)F)N1CCC(n2nccc2NC(=O)CCOc2ccccc2)CC1 (stereo not drawn)	-1.6	-8.0	6.3	-36.2	1.6	.	.	.
O=C(CN1CCOCC1)N[C@H]1CC[C@H](CCNC(=O)C2CCCCC2)O[C@@H]1CO	0.1	-7.9	-0.2	-3.6	0.2	.	-0.2	10.1
COc1ccc(OCCCC(=O)OCC(=O)Nc2ccc(Cl)cn2)cc1	0.4	-9.4	-0.9	-1.0	-2.8	0.1	0.2	8.9
CCOC(=O)[C@H]1Nc2ccc(Cl)cc2[C@@H]2[C@H]1C1CC(c3ccccc31)N2C(=O)OCc1ccccc1 (stereo partly drawn)	-6.9	-11.3	-1.4	.	1.2	-8.9	-3.6	-8.8
CSc1ccc(C(=O)C2CCCN(C(=O)Cn3cnnn3)C2)cc1 (stereo not drawn)	-1.9	-3.3	6.2	3.3	4.2	.	.	.
COc1ccc(N(C(=O)c2snc(C(N)=O)c2N)C(C(=O)NCc2ccc(F)cc2)c2ccc(C)o2)c(OC)c1 (stereo not drawn)	1.3	-20.0	-4.8	3.9	-1.3	.	17.0	.
CCCC#Cc1ccc([C@H]2[C@@H](CO)N3C(=O)CN(C(=O)Nc4ccccc4F)C[C@H]23)cc1	.	-10.4	.	-1.1	.	.	0.6	4.4
Cc1cc(C)nc(NC2=NCC(=O)N2c2cccc(Cl)c2)n1	-6.4	.	-14.1	.	4.3	3.6	.	1.5
Cc1c(NC(=O)C(C)Sc2n[nH]c(N)n2)c(=O)n(-c2ccccc2)n1C (stereo not drawn)	0.2	.	-7.6	.	-2.1	-5.1	.	4.1
COCC1CCN(C(=O)c2ccc(OC3CCN(Cc4ccccn4)CC3)cc2)C1 (stereo not drawn)	2.6	-5.2	5.7	-9.3	0.9	-3.2	-0.1	.
NC(=O)c1cc(S(=O)(=O)NC2CCCCC2)co1	3.6	.	-10.1	.	10.0	-0.4	.	.
C[C@H]1CN([C@@H](C)CO)C(=O)c2cccc(NS(=O)(=O)c3ccccc3)c2O[C@H]1CN(C)C(=O)Nc1ccc(F)cc1	-1.0	-1.8	-7.6	1.4	-0.1	0.7[16.7 µM]	-0.4	-5.4
CCCNC(=O)C[C@@H]1C[C@@H]2c3cc(NC(=O)CN(C)C)ccc3O[C@@H]2[C@@H](CO)O1	1.1	.	-2.6	.	1.0	-3.9[16.7 µM]	0.7	0.6
CC(C)NC(=O)c1ccc(CN2CCC(Cc3ccccc3)CC2)cc1	-1.1	-21.9	-12.4	-1.8	4.0	-0.2	-0.3	-4.8
Cc1nnc2c(N3CCN(CCO)CC3)nc3ccccc3n12	-3.5	4.6	?	-2.4	-0.1	-6.8	.	.
CC(C)CN(C(=O)c1cccc(S(=O)(=O)N2CCCCC2)c1)C1CCS(=O)(=O)C1 (stereo not drawn)	-5.1	-9.2	2.9	-2.3	2.7	-4.5	.	-0.9
O=C(OCC#CCSc1nnc(-c2cccc3ccccc23)o1)c1cccs1	-3.9	.	-0.1	.	0.2	10.0	.	-12.6
CCCN1CCC(=NNC(=O)CSc2cc(C)c(Br)cc2C)CC1	3.3	.	2.8	.	2.1	-5.0	.	21.8
Cc1cc(C)c(NC(=O)CCc2c(C)noc2C)c(C)c1	7.9	0.3	6.1	-0.4	-0.7	.	.	.
Cc1ccc(-c2ccc(/C=N\NC(=O)c3cc4c(ccc5ccccc54)o3)o2)cc1[N+](=O)[O-]	6.9	.	6.2	.	1.1	5.8	.	4.1
Cc1sc2ncn(CC(=O)N(C)C3CCCCC3)c(=O)c2c1C	-5.1	-8.6	2.3	17.4	-3.5	0.6	.	0.9
C/C(=N\NC(=S)NCc1ccccc1)c1ccco1	.	-7.8	.	1.5	.	.	-0.1	-2.8
O=C(CC1SCCNC1=O)Nc1cccc(Cl)c1 (stereo not drawn)	0.7	.	0.9	.	-2.2	4.8	.	-1.6
Cc1c(O)cc2n(c1=O)-c1ccccc1C2(C)C	10.4	.	-19.8	.	4.3	3.7	.	-10.6
CCCC#Cc1cnc2c(c1)C(=O)N([C@@H](C)CO)C[C@@H](C)[C@H](CN(C)C(=O)c1ccc3c(c1)OCO3)O2	0.6	-8.6	5.2	-0.9	-2.9	-4.1[16.7 µM]	0.1	-3.0
COC(=O)c1ccc(OCC(O)CN2C(=O)c3ccccc3S2(=O)=O)cc1 (stereo not drawn)	.	-15.8	.	2.4	.	-2.9	.	-0.6
O=C(COC(=O)/C=C/c1cccs1)NC(c1ccccc1)c1ccccc1	3.0	.	-7.3	.	-0.7	-5.2	.	-1.5
Cc1nc2ccc(C(=O)Nc3cccc(NS(C)(=O)=O)c3)cn2c1N(C)C(=O)CCc1ccccc1	-1.3	-12.0	3.8	5.3	-0.6	1.2	0.7	.
COc1ccc(S(=O)(=O)N(C)C[C@@H]2OCCCC[C@@H](C)Oc3ccc(NC(=O)Nc4c(C)noc4C)cc3C(=O)N([C@H](C)CO)C[C@@H]2C)cc1	0.1	-9.4	0.0	0.1	-1.5	6.2[16.7 µM]	-0.1	9.8
C[C@@H]1CCCCO[C@H](CN(C)C(=O)Nc2ccccc2)[C@H](C)CN([C@@H](C)CO)C(=O)c2cc(NS(=O)(=O)c3ccccc3)ccc2O1	0.7	-16.8	-0.5	0.6	1.0	5.3[16.7 µM]	.	-21.3
COc1ccc(S(=O)(=O)NC(C)C(=O)NCc2cccnc2)cc1Cl (stereo not drawn)	2.4	-25.6	3.8	0.3	9.1	0.6	.	.
C[C@H](CO)N1C[C@H](C)[C@H](CN(C)Cc2ccc(-c3ccccc3)cc2)Oc2ccc(NS(=O)(=O)c3cn(C)cn3)cc2C1=O	3.3	19.7	3.7	-0.2	-0.6	-2.9[16.7 µM]	-0.1	0.7
COc1ccc(C(=O)COC(=O)c2cc(C)no2)c(OC)c1	-1.0	-83.1	0.3	3.3	-1.8	1.2	-0.3	-1.4
COc1ccc(/C=N/NC(=O)c2ccoc2C)cc1COc1ccc(Cl)cc1	-2.0	.	8.3	.	0.6	-1.5	.	-23.7
